Screening data: PubChem, National Center for Advancing Translational Sciences (NCATS)
APE1 inh: blocks human APE1 abasic DNA cleavage; recombinant APE1, TAMRA/BHQ-2 abasic DNA cleavage fluorescence; Potency, µM (top dose mostly 65.8 µM), without a hit: at the highest dose activity change, negative = inhibition, usual class: inhibitors; hit rate 0.35% among 350,000; AID 2517;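 further: plate controls were vehicle for no effect and reference inhibitor for full effect; nearly all actives have a fitted effect of over 55% in size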
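Enzyme (0.75 nM final) and test compound are incubated 15 min at room temperature before adding 50 nM quenched THF abasic-site duplex. Cleavage dequenches TAMRA, followed at 525/598 nm over three reads one minute apart.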
BAZ2B block: blocks human BAZ2B. Q9UIF8. AlphaScreen BAZ2B-H3K14Ac peptide displacement. Potency, µM (series often up to 114 µM), without a hit: top-dose activity change, negative = inhibition, usual class: inhibitors. hit rate 4.4% among 360,000; further: on the % scale 0 is the no-effect control and ±100 the full control effect; nearly all actives have a fitted effect of over 60% in size
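Multi-concentration screen (max 110 uM) measuring displacement of acetylated histone H3 peptide from BAZ2B by AlphaScreen, using 50 nM protein, 50 nM peptide and 10 ug/mL streptavidin donor plus Ni-chelate acceptor beads.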
Pol kappa inh: blocks human DNA polymerase kappa activity | Potency, µM (top dose mostly 107 µM), for inactives: at the top dose activity, negative = inhibition, actives largely listed as inhibitors | hit rate 0.53% among 400,000 | purified Pol kappa, fluorescent DNA synthesis assay, 10 min | AID 588579 | Q9UBT6; further: on the % scale 0 is the no-effect control and ±100 the full control effect
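Pol kappa 10 nM + cpd, 15 min RT; start w/ substrate 50 nM final; fluorescence kinetic read, 0 and 10 min. Neg ctrl: buffer, no enzyme.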
G9a inh: inhibitors of human histone lysine methyltransferase G9a. Potency, µM (doses to about 102 µM), inactives show top-dose activity, negative = inhibition, most hits filed as inhibitors. G9a H3K9 monomethylation, AlphaScreen, 2 h. hit rate 8.8% among 350,000. Q96KQ7; further: on the % scale 0 is the no-effect control and ±100 the full control effect; nearly all actives have a fitted effect of over 75% in size
Target sequence (Q96KQ7 913-1193 limits assumed): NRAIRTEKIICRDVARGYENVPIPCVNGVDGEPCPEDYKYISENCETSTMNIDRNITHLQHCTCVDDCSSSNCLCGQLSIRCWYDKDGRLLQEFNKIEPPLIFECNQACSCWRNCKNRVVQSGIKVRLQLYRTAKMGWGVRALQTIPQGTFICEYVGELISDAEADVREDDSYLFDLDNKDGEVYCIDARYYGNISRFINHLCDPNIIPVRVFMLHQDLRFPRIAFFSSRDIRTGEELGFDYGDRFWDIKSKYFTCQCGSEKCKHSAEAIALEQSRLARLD
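Signal arises when biotinylated H3K9 peptide, once monomethylated, bridges streptavidin donor and antibody-captured acceptor beads. Enzyme at 20 nM was preincubated 15 min with test compounds; peptide 500 nM and SAM 20 uM then reacted for 2 h.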
BLM inh: inhibitors of human Bloom syndrome helicase BLM. AID 2528. hit rate 0.2% among 350,000. P54132. Potency, µM (top dose mostly 56.1 µM), without a hit: at the top dose activity change, negative = inhibition, most hits filed as inhibitors. recombinant BLM DNA unwinding, fluorescence dequenching;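 further: plate controls were vehicle for no effect and no enzyme for full effect; nearly all actives have a fitted effect of over 35% in size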
Pol eta inh: inhibitors of human DNA polymerase eta; recombinant Pol eta, fluorescent DNA replication assay; Potency, µM (doses to about 114 µM), without a hit: top-dose activity change, negative = inhibition, usual class: inhibitors; hit rate 1.2% among 390,000; AID 588591; further: on the % scale 0 is the no-effect control and ±100 the full control effect
Target sequence (Q9Y253 whole entry, looked up): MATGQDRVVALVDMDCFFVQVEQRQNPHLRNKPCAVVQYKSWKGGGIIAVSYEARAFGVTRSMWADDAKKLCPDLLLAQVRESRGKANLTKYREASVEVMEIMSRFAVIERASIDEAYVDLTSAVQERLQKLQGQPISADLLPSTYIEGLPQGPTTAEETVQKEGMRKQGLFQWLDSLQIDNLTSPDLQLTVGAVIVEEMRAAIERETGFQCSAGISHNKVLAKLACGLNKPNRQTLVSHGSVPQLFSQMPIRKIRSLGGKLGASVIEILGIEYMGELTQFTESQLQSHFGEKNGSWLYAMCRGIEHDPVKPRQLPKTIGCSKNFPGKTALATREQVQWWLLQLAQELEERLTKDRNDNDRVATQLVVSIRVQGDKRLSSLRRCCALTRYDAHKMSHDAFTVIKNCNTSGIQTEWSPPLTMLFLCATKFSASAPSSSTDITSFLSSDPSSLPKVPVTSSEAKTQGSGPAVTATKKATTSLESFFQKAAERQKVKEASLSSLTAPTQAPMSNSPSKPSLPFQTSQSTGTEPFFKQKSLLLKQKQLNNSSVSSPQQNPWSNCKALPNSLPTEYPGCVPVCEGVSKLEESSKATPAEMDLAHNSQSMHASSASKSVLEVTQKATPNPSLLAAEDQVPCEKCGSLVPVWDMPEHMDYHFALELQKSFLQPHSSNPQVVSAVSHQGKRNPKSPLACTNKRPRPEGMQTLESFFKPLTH
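Pol eta at 10 nM preincubated with compounds 15 min at room temperature; reaction started with fluorescent substrate (50 nM final) and read kinetically at 0 and 10 min.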
Apoferritin bind: candidate novel general anesthetic via apoferritin binding | P02791 | apoferritin/1-aminoanthracene competitive binding, fluorescence | Potency, µM (top dose mostly 77.5 µM), without a hit: at the top dose activity change, negative = displacement, most hits filed as inhibitors | hit rate 0.074% among 350,000 | AID 485281; further: on the % scale 0 is the no-effect control and ±100 the full control effect; nearly all actives have a fitted effect of over 20% in size
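Read-out: endpoint 1-AMA fluorescence, excitation 380 nm and emission 535 nm, after compounds sit 10 min at room temperature with 10 uM horse-spleen apoferritin in 50% saturated 1-AMA/PBS. Values come from four-parameter Hill fits.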
Pol iota inh: blocks human DNA polymerase iota activity. Q9UNA4. Pol iota fluorescent replication assay, 10 min. Potency, µM (highest dose often 115 µM), for inactives: at the highest dose activity, negative = inhibition, usual class: inhibitors. hit rate 1% among 390,000. AID 588590
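Pol iota at 10 nM preincubated 15 min with compounds at room temperature; reaction started with fluorescent substrate, 50 nM final. Fluorescence read kinetically at 0 and 10 min; buffer-only wells as negative control.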
Pol beta inh: blocks human DNA polymerase beta activity. P06746. Pol beta primer extension/strand displacement, fluorescence kinetic. Potency, µM (doses to about 114 µM), for the others: at the highest dose activity change, negative = inhibition, usual class: inhibitors. hit rate 1.3% among 340,000; further: on the % scale 0 is the no-effect control and ±100 the full control effect
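Reaction started by 50 nM substrate onto compound-treated Pol beta (10 nM, 15 min preincubation, room temperature); plates read at 0 min and 10 min. Normalized concentration-effect data fitted by four-parameter Hill equation.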
An asterisk follows results filed as active; u = inconclusive; x = not tested or not shown; [ ] = remark or other dose. The call rests on the fitted dose curve; in most records, active means well fitted curve in the direction sought with a large enough effect; inconclusive means small, poorly fitted or top-dose-only effect, or another doubt; inactive means no such curve, though single readings can be large; an effect the other way counts as inactive or inconclusive. Potency means the concentration at half of the fitted maximal effect. The list is partial, so the mix of outcomes need not match the whole.

Results follow in this order: Pol kappa inh	G9a inh	Pol iota inh	BLM inh	Pol eta inh	APE1 inh	Apoferritin bind	BAZ2B block	Pol beta inh
COc1ccccc1NC(=O)Cn1nnc(-c2ccccc2NC(=O)c2cccs2)n1
  -11%	-46%[59 µM]	12%	-14%	-19%	4%	-23%	3%	-25%
COc1ccccc1OCCOc1ccc(C(=O)c2ccccc2)cc1
  -17%	7%[59 µM]	12%	-12%	-26%	-7%	u	31%[activator]	-29%
O=C(NCc1ccc2c(c1)CCN2C(=O)c1ccccc1)c1ccccc1
  -4%[60.1 µM]	-2%[59 µM]	19%	-1%	-15%	x	-2%	-11%	25%
CC(OC(=O)CCN=C1NS(=O)(=O)c2ccccc21)C(=O)Nc1ccc(F)cc1Cl (stereo not drawn)
  1%	-3%[59 µM]	46%[activator]	x	-22%	17%	x	-1%	x
O=c1oc2ccccc2c2c1ncn2-c1ccccc1
  4%	8%[59 µM]	35%[activator]	1%	10%	0%	-5%	0%	-20%
CCOC(=O)Cc1cc(=O)n2[nH]c(C)c(-c3ccc(OC)cc3)c2n1
  -16%	-47%[59 µM]	u	-1%	-8%	-1%	-12%	-3%	-2%
COc1ccc(NC(=O)CN(c2ccccc2)S(=O)(=O)N(C)C)cc1Cl
  -1%	x	13%	-7%	-22%	14%	-12%	-6%	2%
CC(=O)/C=C\c1ccc(OC(=O)c2cccnc2)cc1
  -7%	x	0%	-2%	-12%	-12%	5%	-8%	65%
CCCCN(C(=O)CC1CCCCC1)c1c(N)n(CC(C)C)c(=O)[nH]c1=O
  0%	9%[12.7 µM]	4%	x	-7%	21%	x	-1%	x
Cc1ccc(S(=O)(=O)NC(C)C(=O)Nc2ccc(C(N)=O)cc2)cc1 (stereo not drawn)
  6%	4%[12.7 µM]	10%	0%	2%	-5%	-3%	-1%	-1%
Cc1ccc(NC(=O)Cn2nnc(C(=O)Nc3ccc(C)c(C)c3)c2N)cc1
  -12%	-23%[59 µM]	-15%	-3%	-7%	1%	-19%	-1%	12%
CC12CCC(=O)N1C(C(=O)OCC(=O)Nc1cc(S(=O)(=O)N3CCCCC3)ccc1Cl)CS2 (stereo not drawn)
  -10%	2%[59 µM]	9%	6%	-13%	5%	-7%	-30%	-15%
CCOC(=O)CSc1nnc(CNc2cccc(Cl)c2)n1-c1ccccc1
  -4%	-3%[12.7 µM]	5%	-12%	1%	4%	-11%	-38%	1%
Cc1ccc2oc(=O)c3cnn(CC(=O)Nc4cccc(C(F)(F)F)c4)c3c2c1
  -10%	1%[59 µM]	26%	0%	-15%	x	-4%	-5%	3%
CCOC(=O)C(C)Sc1nc2c(c(=O)[nH]c(=O)n2C)n1CCc1ccccc1 (stereo not drawn)
  -17%	u	6%	1%	1%	-3%	-9%	-12%	5%
COc1ccc(N2CCN(CCCNC(=O)c3cc(Nc4ccccc4OC)nc4ccccc34)CC2)cc1
  -17%[60.1 µM]	10µM*	-11%	-4%	-18%	x	49%[activator]	10µM*	u
COC(=O)[C@]1(Cc2ccccc2)N[C@H](CN(C)C(=O)Nc2ccc(F)cc2)[C@@H]2C(=O)N(Cc3ccccc3)C(=O)[C@@H]21
  -14%	x	-3%	x	-12%	-6%	x	x	x
CC(C)C1Nc2ccc(C(=O)O)cc2C2C=CCC21 (stereo not drawn)
  u	10µM*	u	-7%	20µM*	4%	-1%	79µM*	13µM*
CS(=O)(=O)Nc1cccc(C2=NN(S(C)(=O)=O)C(c3ccccc3)C2)c1 (stereo not drawn)
  0%	-34%	16%	-2%	-16%	-1%	-2%	x	5%
CC(=O)NCCNc1nc(-c2cccnc2)nc2ccccc12
  4%[60.1 µM]	-43%[0.501 µM]	x	-6%	x	0%	x	x	x
Cc1nc(-c2cccc(F)c2)sc1CCNC(=O)C(=O)Nc1ccc2c(c1)OCCO2
  -10%[60.1 µM]	1%[59 µM]	16%	-7%	-7%	x	-3%	-2%	26%
CCOc1ccc(CCNC(=O)Cn2ccc3cc(S(=O)(=O)N4CCCC4)ccc32)cc1
  0%	60%[activator]	10%	-3%	-20%	53%[activator]	-7%	-18%	2%
O=C(Nc1sc2c(c1C(=O)O)CCC2)c1cccs1
  -8%	-28%[12.7 µM]	u	-1%	u	-9%	-11%	10%	1%
COCCNC(=O)/C(C#N)=C/c1ccc(-c2ccc(OC)cc2[N+](=O)[O-])o1
  -5%	-8%	14%	-4%	-5%	-2%	-12%	-24%	-1%
Cc1cc(C)n2c(Nc3ccc(C(C)C)cc3)c(-c3ccsc3)nc2n1
  0%	-35%[59 µM]	14%	-6%	-11%	x	31%[activator]	-12%	-14%
CC1=C(C(=O)Nc2cccc(C)c2C)C2(CCCCC2)OC1=O
  -4%	-1%[59 µM]	17%	-3%	x	x	-12%	-13%	45%
CCOCCCNC(=O)C1CCN(S(=O)(=O)c2ccc3nc4c(c(C(=O)O)c3c2)CCCCC4)CC1
  16%	-12%	65%[activator]	-1%	-6%	58%[activator]	-1%	-12%	1%
CCc1cc2c(=O)n(CC(=O)NC3CCCCC3)cnc2s1
  -13%	x	15%	0%	-7%	-2%	-3%	5%	10%
COc1cc2c(cc1NC(=O)COC(=O)[C@@H](NS(=O)(=O)c1cccc(Cl)c1)C(C)C)oc1ccccc12
  -9%	0%[59 µM]	8%	-11%	-21%	-1%	6%	-2%	18%
Cc1ccc(CNC(=O)C2CCN(S(=O)(=O)c3ccc4c(c3)oc(=O)n4C)CC2)cc1
  -7%	u	81%[activator]	-6%	-14%	x	0%	-2%	5%
COc1cc2c(cc1OC)C(COc1ccc(F)cc1)N(C(=O)Cc1ccccc1)CC2 (stereo not drawn)
  -4%[60.1 µM]	-4%[59 µM]	u	-8%	-23%	x	0%	-23%	6%
Cc1ccccc1-n1c(C)cc(/C=C2/C(=N)N3C(c4ccccc4)=CSC3=NC2=O)c1C
  -13%	u	8%	-5%	-9%	3%	53%[activator]	-7%	-26%
Oc1c(C(c2ccccc2)N2CCCCC2)sc2ncnn12 (stereo not drawn)
  -1%	16%[59 µM]	-5%	2%	-6%	-3%	6%	6%	14%
CC(=O)Nc1nc2ccc(NC(=O)c3ccco3)cc2s1
  -21%	10%[59 µM]	9%	-3%	-12%	-1%	u	-2%	u
Cc1c(C(=O)N2CCN(c3ccccc3)CC2)sc2ncnc(N3CCC(C)CC3)c12
  x	u	x	-1%	x	4%	8%	-37%	-10%
O=C(Nc1ccccc1N1CCOCC1)c1ccc(Cl)nc1
  -12%	12%	95%[activator]	-5%	-2%	6%	0%	-14%	3%
CC(C)Cc1nc(SCC(=O)N2CC(C)OC(C)C2)c2c(=O)n(C)c(=O)n(C)c2n1 (stereo not drawn)
  -11%	8%	17%	-8%	-8%	17%	-11%	-34%	7%
O=C(COC(=O)/C=C/c1ccccc1)NCC1CCCO1 (stereo not drawn)
  1%	1%	160%[activator]	0%	-2%	-4%	-5%	-16%	1%
Fc1ccccc1COc1ccccc1CNCc1ccncc1
  -1%	u	-13%	-4%	-8%	-1%	-16%	u	10%
COc1ccc(OCCSc2ncn[nH]2)cc1
  -9%	12%	15%	-1%	-14%	1%	-13%	4%	3%
O=C(NCCCn1ccnc1)C(=O)NCC(c1ccco1)N1CCN(c2ccc(F)cc2)CC1 (stereo not drawn)
  1%	u	33%[activator]	0%	28%	-2%	-10%	x	20%
CCOc1ccc(S(=O)(=O)N2CCC(C(=O)N3CCc4ccccc4C3)CC2)cc1
  -3%	-14%	5%	-8%	-22%	8%	1%	-11%	0%
Cc1ccc(S(=O)(=O)N2CCCC2CNC(=O)C(=O)Nc2ccc(F)cc2)cc1 (stereo not drawn)
  -6%	-30%	8%	x	-4%	-14%	x	-8%	x
Nc1nc(N2CCOCC2)cc(=O)[nH]1
  -17%	19%[0.501 µM]	11%	-2%	3%	-1%	2%	-34%	u
Cc1ccc(C(=O)NCCc2cc3ccc(C)c(C)c3[nH]c2=O)cc1[N+](=O)[O-]
  -1%	1%[59 µM]	0%	-12%	-9%	-1%	-3%	10%	10%
CCOC(=O)C(C)(C)N(Cc1ccc(Cl)cc1)S(=O)(=O)c1ccc(Cl)c([N+](=O)[O-])c1
  x	u	x	-6%	x	-1%	-9%	u	0%
c1ccc2sc(N3CN(CCN4CCOCC4)CN(c4nc5ccccc5s4)C3)nc2c1
  -17%	-34%[59 µM]	17%	-3%	-2%	11%	-10%	-4%	12%
CC(C)N(CCNC(=O)C1CCN(S(=O)(=O)N2CCOCC2)CC1)Cc1ccccc1
  3%	72%[activator][59 µM]	8%	0%	-4%	2%	-14%	-1%	33%
Cc1cccc(NC(=S)NNC(=O)c2nn(C)cc2Cl)c1
  -5%	35µM*	10%	-2%	6%	0%	-16%	3%[57.1 µM]	14%
Cc1cc(NC(=O)C(C)SCC(=O)N(C)CC(=O)Nc2ccc(Br)cc2C)no1 (stereo not drawn)
  -13%	x	23%	-16%	-1%	0%	-21%	-9%	-14%

Shown with bars between the fields: 3 of the compounds above.
Compound | Pol kappa inh | G9a inh | Pol iota inh | BLM inh | Pol eta inh | APE1 inh | Apoferritin bind | BAZ2B block | Pol beta inh
Fc1ccccc1COc1ccccc1CNCc1ccncc1 | -1% | u | -13% | -4% | -8% | -1% | -16% | u | 10%
COc1ccc(OCCSc2ncn[nH]2)cc1 | -9% | 12% | 15% | -1% | -14% | 1% | -13% | 4% | 3%
O=C(NCCCn1ccnc1)C(=O)NCC(c1ccco1)N1CCN(c2ccc(F)cc2)CC1 (stereo not drawn) | 1% | u | 33%[activator] | 0% | 28% | -2% | -10% | x | 20%
